Assay outcomes as filed in PubChem BioAssay.
b-catenin transl – alters nuclear translocation of beta-catenin in HeLa cells; 0.3% of 190,000 active; AID 1665; immunofluorescence imaging; nuclear translocation activity, % at 5 µM;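 active means nuclear translocation activity above 50% at 5 µM, with a well cell count of 50 or more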;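 further: per-cell ratio of nuclear to cytoplasmic median beta-catenin stain intensity; plate controls were DMSO negative control for no effect and GSK-3 inhibitor IX positive control for full effect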
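System: Human HeLa cells, endogenous beta-catenin | Compound dosing: 5 µM primary, 0.02–20 µM confirmation | Timing: 24 h compound exposure at 37°C, 5% CO2 | Measured by: Fluorescence imaging of beta-catenin antibody stain plus DAPI | Read-out basis: % activation of per-cell nuclear versus cytoplasmic median beta-catenin signal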
Autophagy HCS – alters autophagy in cells; calls only at 10 µM (by protocol); AID 463193; 0.98% of 190,000 active; MEF GFP-LC3 puncta imaging; test concentration mostly 10 µM;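 active means percentage of spot-positive cells more than 3 SD above its plate mean, without a fluorescence outlier flag or 80% toxicity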;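 further: spot-positive cell cutoff set from DMSO-treated cells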
Insulin prom up – MIN6 insulin promoter up-regulation. z-score at 5 µM. 0.3% of 190,000 active. MIN6 insulin promoter-GFP reporter, high-content imaging; stronger effect = higher value;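 active means z-score above 3 at 5 µM with at least 500 cells counted in the well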
T cell modulator – T cell immune modulators affecting CD8 T cell-vesicle binding; AID 2052; 0.068% of 330,000 active; calls only at 7 µM; 2C CD8+ T cell-vesicle binding, flow cytometry; stronger effect = lower value;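 active means response, share of CD8 T cells binding vesicles, and their 90th percentile fluorescence all below set limits, cut at about 80% in these data, passing the limit was not always enough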
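Also added: QL9-peptide-loaded Drosophila micro-vesicles bearing Ld, ICAM-1 and B7-1; Test system: purified 2C TCR transgenic mouse naive CD8+ T cells; Measured by: cytometric PE anti-B7-1 and Alexa647 anti-CD8 signals after 1% paraformaldehyde fixation; Timing: binding step 1.5 h, 37 °C, antibody labelling 20 min, ice.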
Salmonella PhoP GFP – inhibitors of PhoP regulon expression, primary screen, Salmonella Typhimurium, GFP reporter (AID 1863); 0.16% of 300,000 active; S. Typhimurium PhoP-regulated promoter GFP reporter, 4 h; higher % means a stronger effect; inhibition, % at 50 µM; hits with a dose series show IC50 in µM;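 active means inhibition over 29.93%, a cutoff 3 SD above the screen mean, later confirmed by dose response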;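 further: 0% = low Mg2+ inducing control and 100% = high Mg2+ repressing control; strong numbers were not always called active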
Hep lipid drop – modulators of hepatic lipid droplet formation; AID 1656; 0.4% of 240,000 active; inhibition, % at 6.5 µM; AML12 mouse hepatocytes, oleate lipid droplets, BODIPY imaging;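 active means lipid droplet intensity inhibited by at least 50%, with more than 500 cells counted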
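Material – mouse AML12 hepatocyte cell line, fixed after treatment · Compound dosing – one dose, 6.5 µM compound · Times – compound with oleate, overnight · Measured by – Image-based BODIPY and DAPI two-channel analysis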
MT stabilizer – microtubule stabilization, imaging screen; 0.83% of 200,000 active; % tubulin-high responders, % at 10 µM; HeLa tubulin immunostaining HCS, 24 h; share of cells brighter than vehicle mean+2SD;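 active means plate Z-score above 3 for both tubulin-high and condensed-nucleus cell shares, with cell loss under 80%, at 10 µM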;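 further: anti alpha tubulin signal scored within the nucleus-defined area of each cell; some results filed as inactive read as strong as hits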
Dynein transport – dynein cargo transport inhibition | 3617.4 mouse cells, GR-EGFP nuclear translocation imaging; test concentration mostly 20 µM; stimulated with dexamethasone, 1 µM; stronger effect = lower value | z-score, hits read low | 0.47% of 220,000 active | AID 1381;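 active means plate z-score of nuclear minus cytoplasmic receptor signal below a set negative limit, without overly bright fluorescence or cell loss, cut at about -3.5 in these data, passing the limit was not always enough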;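 further: z-score of nuclear minus cytoplasmic ring GR-EGFP intensity difference per well; some compounds called inactive have numbers as strong as hits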
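Also added: dexamethasone, 1.0 µM final. Medium: tet-free, stripped-serum medium. Detection: fixed, Hoechst-stained cells imaged at 10x for EGFP. Read-out: nuclear-to-cytoplasmic GR-EGFP distribution per well. Times: induction 48 h, compound 1 h, agonist 30 min.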
CSM14.1 death rescue – protection against thapsigargin-triggered cell killing – 384-well, CSM14.1, ATP luminescence, primary screen (AID 1222); CSM14.1 thapsigargin-induced death rescue, ATP luminescence; higher % means a stronger effect; cellular ATP content (survival), % at 20 µM, or EC50 in µM where a hit was titrated; 190,000 tested, under 10 active;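 active means EC50 below 50 µM in the dose-response confirmation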;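 further: death triggered by thapsigargin at about 15 µM added after 2 h compound pretreatment; cell ATP read after overnight thapsigargin exposure of roughly 18 to 22 hours; normalized against plate controls of thapsigargin alone and 5% DMSO vehicle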
Dynein transport cytoplasmic EGFP – also measured in Dynein transport; calls as there; z-score; measured here: cytoplasmic GR-EGFP intensity; stronger effect = higher value
Dynein transport nuclear GR-EGFP – second read-out of Dynein transport, no call of its own (marks repeat the call); z-score; measured here: nuclear GR-EGFP intensity;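 lower value marks the stronger effect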
Dynein transport cell count – also measured in Dynein transport; calls as there; z-score; measured here: cell count per field
Insulin prom up cell count – further read-out of Insulin prom up, marked with its call; cell count; measured here: cytotoxicity, nuclei count;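 total cells summed across four imaged fields per well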
Hep lipid drop cells 6.5 µM – also measured in Hep lipid drop; calls as there; cell count; measured here: cell count, cytotoxicity flag;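 cells counted across two imaged fields per well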
b-catenin transl cell count 5 µM – second read-out of b-catenin transl, no call of its own (marks repeat the call); cell count; measured here: cell count, cytotoxicity flag
T cell modulator vesicle-bound % – second read-out of T cell modulator, no call of its own (marks repeat the call); double positive events, %; measured here: CD8+ vesicle-bound cell fraction;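 binding gate set so that unloaded-vesicle control wells show 10% double positive cells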
MT stabilizer Hoechst-high % – second read-out of MT stabilizer, no call of its own (marks repeat the call); % Hoechst-high responders; measured here: nuclear condensation Hoechst responders;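 share of cells brighter than vehicle mean plus two SD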
MT stabilizer cytotoxicity % – second read-out of MT stabilizer, no call of its own (marks repeat the call); toxicity, %; measured here: cytotoxicity by cell density;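 0% = mean cell density of plate MIN control wells and 100% = no cells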
Autophagy HCS cell loss 18 h – recorded beside Autophagy HCS, whose call it bears; toxicity, %; measured here: cell loss, nuclei count;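 cell loss after 18 h compound exposure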
Starred values were filed as active, the others as inactive; i = inactive; nt = no result given.

Each structure is followed by: b-catenin transl, b-catenin transl cell count 5 µM, Autophagy HCS, Autophagy HCS cell loss 18 h, Insulin prom up, Insulin prom up cell count, T cell modulator, T cell modulator vesicle-bound %, Salmonella PhoP GFP, Hep lipid drop, Hep lipid drop cells 6.5 µM, MT stabilizer, MT stabilizer Hoechst-high %, MT stabilizer cytotoxicity %, Dynein transport, Dynein transport cytoplasmic EGFP, Dynein transport nuclear GR-EGFP, Dynein transport cell count, CSM14.1 death rescue
1. O=C(NC1CCCCCC1)C1CCN(C(=O)Cc2ccccc2)CC1
    -3.6, 1188, i, 24, -1.2, 827, i, 8, 2%, 8, 718, 5.4, 2.5, 11, -0.098, -0.21, 0.4, -0.75, 1.7%
2. Cc1ccc(SCC(=O)Nc2c(Br)cnn2C)cc1
    0.9, 1255, nt, nt, nt, nt, i, 43, 2%, 15, 747, nt, nt, nt, -0.32, -0.24, 0.28, -0.077, nt
3. CCn1cc(CN2CCc3c([nH]c4ccccc34)C2c2cccc(OC)c2)c(C)n1 (stereo unspecified)
    1.2, 1099, i, 21, -0.13, 1380, i, 38, -7%, -6, 532, 4.4, 2.7, 1.1, -1, -0.3, -0.38, 0.88, 2.4%
4. COC(=O)C1Cc2c([nH]c3ccccc23)CN1 (stereo unspecified)
    1.4, 1426, i, -7, 0.39, 1634, i, 14, 4%, nt, nt, 1.6, 1.2, 6.5, -0.6, -0.2, -0.31, 0.45, -0.7%
5. FC(F)(F)c1ccc(C2Nc3cccc4cccc(c34)N2)cc1
    -0.1, 1046, i, -3, 0.77, 1222, nt, nt, 15%, 2, 648, 1.4, 0.8, 1.0, 2.2, -0.27, 0.59, -0.82, -0.4%
6. COCc1cc(C)nc(SCC(=O)N2CCC(C)CC2)c1C#N
    nt, nt, i, 4, 2, 1253, i, 16, 5%, -6, 771, 0.5, 3.9, 7.7, 0.88, -0.25, 0.5, -0.74, -0.4%
7. CC(=O)Nc1ccc(S(=O)(=O)Nc2nc3n(n2)C(c2ccccc2)CC(=O)N3)cc1 (stereo unspecified)
    nt, nt, i, -9, 0.62, 1222, i, 19, 13%, -3, 714, 2.2, 1.5, 2.1, 1.2, -0.033, 0.65, 0.21, 0.8%
8. O=c1c(-c2ccc(F)cc2)coc2cc(O)ccc12
    -6.0, 1032, i, 3, -0.35, 1480, i, 43, -5%, nt, nt, 2.9, 1.6, 5.5, -0.65, -0.21, -0.2, 0.49, -1.9%
9. COCCNC(=O)c1c(N)n(CCCn2ccnc2)c2nc3ccccc3nc12
    0.3, 990, i, 3, 0.72, 1046, i, 15, 13%, nt, nt, 6.2, 5.5, 8.1, 3.1, 0.021, 2.3, -2.6, -0.6%
10. C=CCn1c(SCC(=O)NCc2ccccc2)nnc1C1CCCCC1
    -0.4, 1398, i, 3, 0.22, 1294, i, 59, -3%, nt, nt, 2.4, 1.4, 7.5, -0.016, -0.49, 0.12, 0.45, -1.9%
11. O=C(O)CCNC(=O)/C(=C\C=C\c1ccccc1)NC(=O)c1ccccc1
    -0.1, 1337, nt, nt, -0.06, 880, i, 46, 5%, 0, 788, nt, nt, nt, 0.26, -0.25, 0.54, 0.39, nt
12. CC1CN(C2=Nc3cccc4cccc2c34)CC(C)O1 (stereo unspecified)
    -2.2, 955, i, 7, 0.21, 1162, i, 35, 0%, 13, 672, 3.7, 2.3, 6.3, -0.72, -0.27, 0.11, 1.2, 0.1%
13. COc1ccc(NC(=O)COc2ccc(C(=O)OCC(=O)N(C(C)C)C(C)C)cc2OC)cc1
    0.9, 1056, i, -6, -0.7, 1165, i, 19, 8%, 18, 689, 2.4, 2.3, 5.0, 2.2, -0.075, 0.73, -1.7, -0.2%
14. COc1ccccc1C(=O)N1CCN(Cc2ccc3c(c2)OCO3)CC1
    -1.3, 437, i, -45, nt, nt, i, 46, -9%, -23, 686, 2.6, 2.6, 3.8, 1.2, -0.19, 0.89, 0.16, 2.1%
15. N#CCCN(Cc1cccnc1)C(=S)Nc1ccc(OC(F)F)cc1
    0.8, 1046, i, 12, 0.17, 1350, i, 7, -6%, 0, 682, 2.6, 2.2, 3.9, 0.59, -0.077, 0.23, 0.43, 0.0%
16. O=C(/C=C/c1cccnc1)c1ccc(O)cc1
    -1.0, 1342, nt, nt, -0.29, 1031, i, 28, -7%, -1, 724, nt, nt, nt, -1.3, -0.039, -0.67, 0.12, nt
17. CCCC(=O)Oc1ccc(N(C(=O)CCC)S(=O)(=O)c2cccc([N+](=O)[O-])c2)cc1
    -1.2, 1096, i, 4, -0.08, 1394, i, 6, -12%, -35, 455, 1.7, 1.7, 1.0, 0.17, -0.2, 0.21, -0.33, -0.8%
18. N#C/C(=C\c1cn[nH]c1-c1ccc(Cl)cc1)C(=O)NCc1ccccc1
    4.3, 990, i, -2, -0.09, 823, i, 28, -1%, 0, 780, 2.0, 1.6, 5.4, -0.18, -0.13, 0.14, -0.75, -0.8%
19. CCn1c(=O)c([N+](=O)[O-])c(NCc2ccc3c(c2)OCO3)c2ccccc21
    -0.1, 1360, nt, nt, -0.48, 1004, i, 11, -5%, -10, 734, nt, nt, nt, -0.49, -0.27, -0.14, 0.86, nt
20. C/C(CC(=O)Nc1cccc(Cl)c1Cl)=N\NC(=O)c1ccccc1C
    0.1, 1548, i, -7, 0.44, 1686, i, 33, -3%, -1, 689, 1.7, 2.9, 14, 2.4, -0.16, 1.5, -1.5, 2.1%
21. COC(=O)CSc1nc(C)c(C(=O)Nc2ccccc2C)c(-c2ccc(Cl)cc2)c1C#N
    -1.3, 1112, i, 14, 0.1, 1508, i, 41, -13%, -13, 654, 3.3, 4.2, 10.0, 0.14, -0.27, 0.34, -0.091, 3.2%
22. COc1cc(-c2nc3cnccn3c2Nc2ccc3c(c2)OCCO3)ccc1O
    -0.3, 1063, i, 15, -0.13, 1324, i, 18, -4%, -24, 650, 2.7, 1.5, 2.4, 0.084, -0.17, 0.49, -0.21, -2.8%
23. COc1ccc(CNC(=O)c2onc(C)c2Cl)cc1
    -4.9, 1132, i, -3, 0.1, 1332, i, 39, -3%, 0, 701, 3.0, 1.9, 7.2, 0.1, -0.14, 0.4, -0.14, 1.7%
24. CN(C)/C=N/c1cc(=O)n(Cc2ccccc2)c(=O)n1C
    nt, nt, i, -48, 0.55, 1410, i, 27, 0%, -11, 739, 5.2, 3.5, 5.6, -0.97, 0.89, -0.025, 0.89, -5.1%
25. O=C(O)c1cccc(CSc2nnc(-c3ccco3)o2)c1
    nt, nt, i, -4, 0.12, 1008, i, 38, -6%, 7, 741, 1.7, 1.4, 9.7, 0.11, 0.2, 0.18, 0.21, -0.8%
26. Cc1c2ccccc2nc2c(F)c(NCCO)c(F)c(F)c12
    2.6, 871, i, -10, 1.6, 1473, i, 56, 13%, 8, 668, 8.9, 5.5, 2.2, 3.9, 2.6, 4.1, -0.17, -2.9%
27. CCC(=O)N1c2ccccc2-c2nnc(SC)nc2OC1c1ccc(N(C)C)cc1 (stereo unspecified)
    -0.5, 553, i, 4, 0.09, 1306, i, 48, -2%, -7, 735, 4.6, 1.9, 9.1, -0.19, -0.24, 0.58, 0.66, -2.9%
28. COc1ccc(C(=O)Nc2cnc3ccccn3c2=O)cc1
    -3.3, 1058, i, 15, -0.53, 1526, i, 38, -6%, 6, 611, 2.1, 1.0, 5.7, -0.79, -0.32, -0.026, 1.1, 0.2%
29. Nc1nonc1-n1nnc(C(=O)N/N=C/c2cccc(Cl)c2)c1CSc1ccc(Cl)cc1
    -0.5, 511, i, 1, nt, nt, i, 44, 2%, 8, 765, 1.6, 1.7, 1.3, 0.28, 0.26, 1, -1.3, -0.8%
30. CCN1C(=O)/C(=C2/C(=O)N3c4c(cc(OC(C)=O)cc42)C(C)=CC3(C)C)SC1=S
    0.0, 980, i, 9, -0.35, 1369, i, 13, -10%, 18, 732, 1.3, 2.1, 2.6, 0.47, -0.23, 0.31, -0.35, -2.6%
31. Cc1cc(Cl)ccc1OCc1cn2cccnc2n1
    1.9, 1036, i, 8, 0.2, 1416, i, 50, -3%, 0, 672, 2.6, 2.1, 6.2, 0.52, -0.21, -0.087, 0.52, -1.1%
32. Cc1ccc(SCc2cc(=O)[nH]c(Nc3nc(C)c4cccc(C)c4n3)n2)cc1
    nt, nt, i, -27, nt, nt, i, 10, 7%, nt, nt, 8.0, 7.1, 7.4, -0.19, -0.18, 0.2, 0.83, 6.3%
33. O=S(=O)(c1ccccc1)N1CCN=C1SCc1ccccc1
    3.5, 1042, i, 27, -1.1, 1211, i, 58, -8%, 1, 687, 1.2, 3.3, 6.5, -0.54, -0.27, -0.34, 0.96, -0.1%
34. COc1cc(/C=N/Nc2nc3ccccc3[nH]c2=O)ccc1O
    -1.0, 1049, i, 4, 0.1, 1197, i, 20, -9%, 0, 677, 7.7, 3.8, 3.1, -1.8, 1.3, -0.23, 1.4, nt
35. Cc1ccccc1/C=C/C(=O)NCC(=O)N1CCC(N(C)C2CCCCC2C)CC1 (stereo unspecified)
    -0.9, 1122, i, -20, nt, nt, i, 52, -3%, 0, 755, 1.9, 2.7, 3.7, 0.41, -0.12, 0.34, -0.26, -1.7%
